# FAK inh: inhibitors of human focal adhesion kinase; biochemical FAK kinase activity assay; Q05397; inhibition, %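 (tested at 7 µM)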; hit rate 0.84% among 97,000; in the data active means inhibition above about 19%;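 further: 0% = DMSO and 100% = reference compound high control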
# PLK1 inh: inhibitors of human PLK1 kinase | P53350 | recombinant PLK1 kinase, TR-FRET peptide phosphorylation | inhibition, % at 10 µM | hit rate 0.53% among 97,000;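 active means inhibition of 50% or more in the single-concentration screen; inactive means inhibition below 50%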;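 further: 0% = DMSO max control and 100% = H-89 dihydrochloride min control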
# CD11b adhes inh: CD11b/CD18-fibrinogen binding inhibition; K562 CD11b/CD18 adhesion to fibrinogen, ATPlite luminescence; Mn2+ added to activate the integrin; P05107+P11215; inhibition, % at 10 µM; AID 1497; hit rate 0.54% among 93,000;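 active means primary inhibition of 50% or more at 10 µM, then 40% or more on retest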; further: some results filed as inactive read as strong as hits
# Target sequence (P05107 whole entry, looked up, other chains not shown): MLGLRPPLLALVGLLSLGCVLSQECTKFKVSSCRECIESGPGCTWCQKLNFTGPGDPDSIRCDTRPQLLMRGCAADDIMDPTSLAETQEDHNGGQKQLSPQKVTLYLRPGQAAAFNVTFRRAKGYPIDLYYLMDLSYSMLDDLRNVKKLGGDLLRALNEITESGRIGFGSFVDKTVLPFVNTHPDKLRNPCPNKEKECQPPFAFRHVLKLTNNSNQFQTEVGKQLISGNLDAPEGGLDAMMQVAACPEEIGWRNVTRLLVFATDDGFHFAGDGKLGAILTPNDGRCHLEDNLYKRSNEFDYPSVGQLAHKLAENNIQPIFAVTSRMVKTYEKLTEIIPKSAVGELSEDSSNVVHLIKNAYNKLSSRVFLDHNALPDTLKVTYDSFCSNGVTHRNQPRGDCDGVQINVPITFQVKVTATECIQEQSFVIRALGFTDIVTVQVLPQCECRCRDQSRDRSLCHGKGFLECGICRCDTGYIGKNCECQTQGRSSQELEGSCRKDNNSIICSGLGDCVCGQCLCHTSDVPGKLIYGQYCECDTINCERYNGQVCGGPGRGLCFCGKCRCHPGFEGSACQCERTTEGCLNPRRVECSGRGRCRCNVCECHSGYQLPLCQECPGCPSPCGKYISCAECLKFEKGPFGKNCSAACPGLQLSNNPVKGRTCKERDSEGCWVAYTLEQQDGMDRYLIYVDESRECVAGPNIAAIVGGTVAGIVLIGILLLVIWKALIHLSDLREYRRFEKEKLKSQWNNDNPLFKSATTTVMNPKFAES
# Mac1 fbg enh: CD11b/CD18-fibrinogen binding enhancement; AID 1499; P05107+P11215; K562 CD11b/CD18 adhesion to fibrinogen, ATPlite luminescence; hit rate 0.07% among 93,000; activation, % at 10 µM;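 active means 10 µM primary screen giving 50% or more activity, confirmed by 40% or more on retest at that dose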; further: strong numbers were not always called active
# ERa coact inh: ER-alpha (human) coactivator binding inhibition | P03372 | TR-FRET ER-alpha LBD / SRC-1 peptide, estradiol-bound | inhibition, % at 25.6 µM | hit rate 1.7% among 86,000 | AID 629; in the data active means inhibition above about 50%;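 further: 0% = receptor plus peptide control and 100% = peptide only without receptor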
# PLK1 PBD inh: inhibitors of human Plk1 polo box domain binding | AID 693 | inhibition, %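 (tested at about 20 µM)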 | Plk1 PBD phosphopeptide binding, fluorescence polarization | hit rate 0.13% among 97,000; in the data active means inhibition above about 34%, passing the limit was not always enough
# HIV Rev-RRE inh: disrupts HIV-1 Rev binding to RRE RNA; P05866; AID 704; inhibition, % at 8 µM; Rev peptide-RRE RNA binding, FRET; hit rate 0.79% among 97,000;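 active means inhibition above the screen-wide mean plus 3 SD, cut at about 35% in these data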;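 further: 0% = median DMSO wells and 100% = median Neomycin B control wells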
# Target sequence (P05866 whole entry, looked up): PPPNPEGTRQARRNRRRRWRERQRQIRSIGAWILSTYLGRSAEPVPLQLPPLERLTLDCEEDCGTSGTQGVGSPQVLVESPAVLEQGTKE
#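 assay system = Cy5-tagged RRE RNA duplex with fluorescein-tagged Rev peptide | incubation = 5 + 15 min at 25 °C | also added = labelled Rev peptide | measure = % inhibition of FRET ratio versus controls | benchmarks = DMSO wells as 0% and neomycin B wells as 100% inhibition | measured by = FRET fluorescence readout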
# ERb coact inh: blocks coactivator binding to human estrogen receptor beta. TR-FRET ER-beta LBD / SRC1-Cy5 peptide binding; receptor agonist-loaded with 1 µM estradiol. inhibition, % at 25.6 µM. hit rate 1.3% among 86,000. AID 633;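 active means compounds whose percent inhibition of the receptor-coactivator binding signal exceeds about 50% in the single-dose screen, limit read from the data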;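 further: 0% = receptor plus peptide wells without compound and 100% = peptide-only wells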
# ERa SRC1 pot: ER-alpha (human) coactivator binding potentiation; P03372; TR-FRET ERalpha-LBD/SRC-Cy5 coactivator binding, 2 h; 100 = basal binding, no effect; coactivator binding (% of control), % at 25.6 µM; hit rate 1.3% among 86,000; AID 639; in the data active means activity above about 200%;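 further: binding measured in presence of low estradiol as agonist stimulus; 0% = peptide alone without receptor and 100% = receptor with peptide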
# Active calls of the source: *; / = not tested or not shown; [ ] = another dose, or the depositor's remark.
SMILES,FAK inh,PLK1 inh,CD11b adhes inh,Mac1 fbg enh,ERa coact inh,PLK1 PBD inh,HIV Rev-RRE inh,ERb coact inh,ERa SRC1 pot
CCOC(=O)c1cccc2c1-c1ccccc1/C2=N/O,49*,-1,18,13,6,-8,11,2,45
CCCc1cc(=O)oc2cc(OCC(=O)Nc3cc(C)on3)ccc12,-3,-11,13,2,12,16,2,-3[fluorescence artefact?],820*[fluorescence artefact?]
CC1(C)CC(=O)C=C(NNC(=O)c2ccccc2O)C1,-2,-13,/,/,/,-2,36*,/,/
COc1ccc(S(=O)(=O)NCCOc2ccccc2)cc1OC,0,-20,/,/,-2,0,1,-7,100
CCCn1c(SCC(=O)Nc2ccc3c(c2)OCO3)nc2c1c(=O)n(C)c(=O)n2C,/,/,-2,3,14[fluorescence artefact?],/,/,9[fluorescence artefact?],107[fluorescence artefact?]
CC(C)(C)c1cc2cccnc2n1Cc1cccc(F)c1,-10,-10,/,/,/,-7,0,/,/
O=C(COc1ccc(S(=O)(=O)N2CCCC2)cc1Cl)NCc1ccc2c(c1)OCO2,-2,-3,21,0,6,2,5,10,98
Cn1c(/C=N/n2cnnc2)nc2ccccc21,-8,-9,1,3,5,-21,1,8,98
CC(C)(C)c1cc(-c2ccco2)c(C#N)c(SCC#N)n1,-1,-5,/,/,20,2,0,18,117
CS(=O)(=O)Nc1ccc(C(=O)Nc2ccccc2C(=O)N2CCCC2)cc1,-1,5,-8,-2,-2,-5,12,-8,104
O=C(Nc1ccccc1)N(O)c1ccc(Cl)cc1,-10,8,/,/,-4,-6,3,-1,115
COCCCN(C(=O)Nc1ccccc1)C(C)c1ccncc1 (stereo not drawn),3,-11,-17,-6,-6,-17,3,-6[fluorescence artefact?],101[fluorescence artefact?]
O=c1oc(-c2cccs2)nc2ccc(Br)cc12,6,-24,/,/,8,-4,5,-2,106
O=C(O)C(Cc1ccccc1)N1C(=O)/C(=C/c2cccc3ccccc23)SC1=S (stereo not drawn),15,-14,91*,-5,/,5,3,/,/
O=C(CCn1[nH]c(=O)c2ccccc2c1=O)N1CCOCC1,0,-2,-21,-3,7,1,6,10,103
CC1(C)CC(=O)C(C(=O)CCCCC(=O)C2C(=O)CC(C)(C)CC2=O)C(=O)C1,/,/,-5,3,-2,/,/,3,112
CCCCn1c(SCC2CCCCO2)nc2cc(S(N)(=O)=O)ccc21 (stereo not drawn),3,-4,-6,-4,24,-4,9,5,83
COCCN1C(=O)c2ccc(C(=O)O)cc2C1=O,-1,10,-51,7,-14,17,8,-7,112[fluorescence artefact?]
CNCCCOc1ccc(C(C)(C)c2ccccc2)cc1,0,0,8,0,-3,0,-10,6,84
CC(=O)N1CSCC1C(=O)N1CCN(c2ccc(N3CCOCC3)nn2)CC1 (stereo not drawn),4,-9,11,-2,-3,17,9,-4,151
O=C(c1ccccc1)N1CCCCC(S(=O)(=O)c2ccccc2)C1=O (stereo not drawn),0,0,/,/,4,2,-1,-4,112
Cc1oc(C(C)(C)C)c(CN2CCCC2)c1C(=O)O,-3,-7,-3,0,2[fluorescence artefact?],-10,7,6[fluorescence artefact?],111
CCOCCn1c(CN(Cc2ccccc2)Cc2ccccc2)nc2c1c(=O)[nH]c(=O)n2C,3,-8,/,/,3[fluorescence artefact?],-10,6,-2,104
CN1CCN(c2cc(=O)n(Cc3ccc(F)cc3)c(=O)[nH]2)CC1,10,-4,-22,1,-9,-8,5,-5,106
COc1ccc(C2=Nn3c(nnc3-c3cccnc3)SC2)cc1OC,/,/,-18,-3,-14,/,/,-3,108
# (more compounds)
SMILES,FAK inh,PLK1 inh,CD11b adhes inh,Mac1 fbg enh,ERa coact inh,PLK1 PBD inh,HIV Rev-RRE inh,ERb coact inh,ERa SRC1 pot
COc1ccc(-c2nnc(CSc3ncnc4sc5c(c34)CCC5)o2)cc1OC,/,/,-12,44,31,/,/,31,88[fluorescence artefact?]
Cc1occc1-c1nnc(SCc2nc3ccccc3c(=O)n2CC#N)n1C,/,/,-16,0,28[fluorescence artefact?],/,/,34,65[fluorescence artefact?]
Cc1nc(N)nc2c1CCCC2,-2,-4,7,0,0,-9,10,-10,126
COc1cccc(C(=O)OCCN2CCCCC2)c1,0,-7,/,/,-29,-6,4,-21,98
CCCCNc1cc(=O)n(C)c(=O)n1C,-3,-10,/,/,/,11,3,/,/
COc1ccc(CC(=O)Nc2cccc(-c3nnc(-c4cccc(C)c4)o3)c2)cc1OC,/,/,98,-8,8[fluorescence artefact?],/,/,3,115
COc1ccc(OC)c(S(=O)(=O)N2CCN(C34CC5CC(CC(C5)C3)C4)CC2)c1,1,-8,/,/,7,-19,7,-2,87
O=C(Nc1cccc(Cl)c1)N1CCSc2cc(Cl)ccc21,2,-12,-5,0,/,-15,12,/,/
CCNc1oc(-c2ccc(OC)cc2)nc1S(=O)(=O)c1ccc(Br)cc1,4,-12,4,-1,14,-26,-1,20,144
COCCNC(=O)c1onc(CSc2ccccc2)c1C(=O)O,0,-8,/,/,/,-18,3,/,/
O=C(O)CCSCC(=O)Nc1c(C(=O)C2CC2)oc2ccccc12,0,-2,-18,-3,-2,15,6,1,114
COc1ccccc1CNC(=O)CCNC(=O)Cn1cnc2ccccc2c1=O,0,-14,-8,-2,-5,20,-3,-5,107
Cn1nnc(NC(=O)c2ccc3ccccc3c2)n1,-1,-6,/,/,25,21,0,5,107
Cc1ccc2nc(Nc3nc(C)cc(C(F)(F)F)n3)nc(C)c2c1,9,-15,-3,4,-2,-8,10,2,82[fluorescence artefact?]
Cc1cc(C)n2nc(SCC(=O)N(C)Cc3ccccc3)nc2n1,3,-11,-51,6,2,-7,5,-2[fluorescence artefact?],134
CCN(CC)c1ccc(NC(=O)c2ccco2)cc1,/,/,3,1,-12,/,/,-6[fluorescence artefact?],115
Cc1cc(NC(=O)C2C3C(=O)N(CCC(C)C)C(C(=O)NCc4ccccc4)C34C=CC2(C)O4)no1 (stereo not drawn),-7,-6,-1,3,5,0,4,-6,78
Cc1ccc2nc(SCC(=O)Nc3cccc([N+](=O)[O-])c3)[nH]c2c1,-3,-14,/,/,/,40,8,/,/
O=C(c1ccc(Br)o1)N1CCN(c2ccc(F)cc2)CC1,0,-5,-6,4,2,22,-3,-2,140
Cc1cc(C)n2cc(CSc3ncccc3C(=O)O)nc2n1,-5,-15,-12,-5,7,0,8,27,84
CC(C)(C)n1nc2c(c1NC(=O)Cc1cccs1)CSC2,-2,-9,-7,3,-3,11,0,8,103
COc1ccc(N2CCN(CCNC(=O)CCCn3c(=O)[nH]c4cc(Cl)ccc4c3=O)CC2)cc1,-2,-14,6,-4,/,-32,-3,/,/
Cc1csc(NC(=O)c2cc3c(s2)CCC3)n1,-1,18,33,-1,6[fluorescence artefact?],-19,1,-10,103
CC(C)c1ccc(CNC(=O)CSCC(=O)Nc2ccc3ccccc3c2)cc1,10,-9,7,-3,/,10,12,/,/
CCN(CC(O)Cn1c2ccccc2c2ccccc21)S(=O)(=O)c1ccc(C)cc1 (stereo not drawn),-1,-4,18,-4,-5,-6,12,0,104

# Records listed so far that bear a hit mark in CD11b adhes inh:
SMILES,FAK inh,PLK1 inh,CD11b adhes inh,Mac1 fbg enh,ERa coact inh,PLK1 PBD inh,HIV Rev-RRE inh,ERb coact inh,ERa SRC1 pot
O=C(O)C(Cc1ccccc1)N1C(=O)/C(=C/c2cccc3ccccc23)SC1=S (stereo not drawn),15,-14,91*,-5,/,5,3,/,/

# Next section.
SMILES,FAK inh,PLK1 inh,CD11b adhes inh,Mac1 fbg enh,ERa coact inh,PLK1 PBD inh,HIV Rev-RRE inh,ERb coact inh,ERa SRC1 pot
Cc1ccc(CN(c2ccc(C(=O)N3CCCC3)cc2)S(C)(=O)=O)cc1,-1,-7,3,-4,-3,-23,4,-8,121
Cc1cc(NC(=O)COC(=O)C2CCN(C(=O)c3ccc(Cl)cc3)CC2)no1,0,-4,-21,-1,-4,-28,1,-7,107
CCCc1c(C)[nH]c2ccc(NC(C)=O)cc2c1=O,12,-12,/,/,6,6,12,16,83
COc1ccc2nc(NC(=O)CSC3=NCCS3)sc2c1,1,5,6,0,4[fluorescence artefact?],-7,9,6[fluorescence artefact?],124
Cc1cccc(N2C(=O)CC(N3CCN(c4cccc(C(F)(F)F)c4)CC3)C2=O)c1 (stereo not drawn),0,-13,-5,1,-3,-12,14,1[fluorescence artefact?],104
COCCN(C(=O)c1ccco1)C(C(=O)NC1CCCC1)c1cccs1 (stereo not drawn),-3,-10,/,/,0,-4,6,1,104
CN(C)c1ccc(C2N3CC4(C)CN2CC(C)(C3)C4O)cc1 (stereo not drawn),3,62*,13,3,-2,-19,4,-2,103
CCOc1ccccc1Nc1nc(N)nc(CN(C)C2CCCCC2)n1,-2,-6,11,-7,3,-12,-8,5,95
CN1CC(c2ccccn2)C2(SC(=S)N(Cc3ccccc3)C2=O)C12C(=O)Nc1ccccc12 (stereo not drawn),1,-5,-7,-4,-1,11,10,-6,89
CC1(C)CN(O)CCN1O,/,/,0,2,-8,/,/,-14,136
COC(=O)Cc1cc(=O)[nH]c(/N=C(\N)Nc2ccccc2)n1,-1,-10,-13,-1,/,-19,1,/,/
COCCN(CC(=O)NC1CCCCC1)C(=O)c1csnn1,-3,-10,/,/,/,22,3,/,/
CCOc1ccc2nc(N3CCCC(C(=O)NCCCN4CCOCC4)C3)sc2c1 (stereo not drawn),/,/,-14,9,-2,/,/,-6,109
Cc1snc(SCC(=O)N/N=C(\N)COc2ccc(F)cc2)c1C#N,-8,-2,5,-3,/,-22,0,/,/
COC(=O)c1cc(C(=O)OC)cc(N2C(=O)CC(NNC(=O)c3ccccc3Br)C2=O)c1 (stereo not drawn),0,-11,/,/,/,-1,2,/,/
Cc1ccc(NC(=O)CN2CCN(c3ccccn3)CC2)c(Cl)c1,-2,-7,-11,-4,-7,-26,6,0,101
CCn1c(SCC(=O)Nc2cc(C)on2)nnc1-c1ccncc1,1,-1,-11,4,8,-12,4,20,90
CC1=C(C(=O)OC(C)C)C(c2cccnc2)n2ncnc2N1 (stereo not drawn),-1,83*,-14,-1,-3,7,3,-14,96
CSc1ccc(S(=O)(=O)Nc2c(C)cccc2C)cc1,7,0,-13,-6,55*,17,7,30,41[fluorescence artefact?]
O=C(CCCn1c(=O)c2ccccc2n(CC(=O)NCc2ccco2)c1=O)NCc1ccco1,2,-7,-8,4,4,20,-1,8[fluorescence artefact?],122
CC(Cc1cccs1)NC(=O)Nc1ccccc1 (stereo not drawn),-1,-3,3,-2,0,-14,10,-1,93
COC(=O)c1ccccc1NC(=O)CSc1nnc(CNS(=O)(=O)c2ccc(C)cc2)n1C,2,-17,12,6,14,-9,8,1[fluorescence artefact?],89
O=C(N/N=C/c1cccc([N+](=O)[O-])c1)C1CC(=O)N(c2ccc(Cl)cc2)C1 (stereo not drawn),3,-1,-3,-1,/,9,11,/,/
Cc1ccc(Cn2nc(C)c(NC(=O)c3cc(-c4ccc5c(c4)OCO5)on3)c2C)cc1,14,-15,-6,48,17,3,4,-5,149

# Full records, looked up by structure. Values in the order: FAK inh, PLK1 inh, CD11b adhes inh, Mac1 fbg enh, ERa coact inh, PLK1 PBD inh, HIV Rev-RRE inh, ERb coact inh, ERa SRC1 pot
# COC(=O)c1cc(C(=O)OC)cc(N2C(=O)CC(NNC(=O)c3ccccc3Br)C2=O)c1 (stereo not drawn) in the list: 0, -11, /, /, /, -1, 2, /, /
# CCOc1ccc2nc(N3CCCC(C(=O)NCCCN4CCOCC4)C3)sc2c1 (stereo not drawn) in the list: /, /, -14, 9, -2, /, /, -6, 109
# CC(Cc1cccs1)NC(=O)Nc1ccccc1 (stereo not drawn) in the list: -1, -3, 3, -2, 0, -14, 10, -1, 93
# Cc1ccc(CN(c2ccc(C(=O)N3CCCC3)cc2)S(C)(=O)=O)cc1 in the list: -1, -7, 3, -4, -3, -23, 4, -8, 121

# Screens (PubChem BioAssay)

# No enrichment for hits; 4.7% or so of the library scored in one or more.
